PostGolgi ctrl: growth of the yeast control strain, post-Golgi counter-screen; efflux-deficient yeast background strain, growth absorbance A615, 16 h; inhibition, % at 10 µM; 98,000 tested, 5% active
E coli WT exp: blocks growth of wild type E. coli BW25113. OD600 absorbance. growth inhibition, % at 100 µM. 98,000 tested, 0.15% active. AID 710;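 active = growth inhibition above about 50% at one test dose, limit read from the data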;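 note: growth measured after 20 h incubation at 37 °C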
PostGolgi yeast: growth inhibition of a yeast mutant, post-Golgi transport screen; post-Golgi transport phenotypic cell assay; inhibition, % at 10 µM; 98,000 tested, 0.9% active; AID 739;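 note: yeast cells grown in 1536-well plates; yeast grown about 18 h at 30C before absorbance read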
CD11b adhes inh: blocks human CD11b/CD18 adhesion to fibrinogen; P05107+P11215; inhibition, % at 10 µM; K562 CD11b/CD18 adhesion to fibrinogen, ATPlite luminescence; Mn2+ added to activate the integrin; 93,000 tested, 0.54% active; AID 1497;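 active = primary inhibition of 50% or more at 10 µM, then 40% or more on retest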; note: some results filed as inactive read as strong as hits
S1P2 blocker: blocks the human S1P2 receptor. O95136. cell-based S1P2 antagonist assay, inhibition at 5 uM. inhibition, % at 5 µM. 97,000 tested, 0.21% active; in the data active = inhibition above about 45%;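 note: CRE beta-lactamase reporter cells expressing human S1P2 stimulated with S1P; 0% = agonist at EC80 alone and 100% = agonist plus reference antagonist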
Target sequence (O95136 whole entry, looked up): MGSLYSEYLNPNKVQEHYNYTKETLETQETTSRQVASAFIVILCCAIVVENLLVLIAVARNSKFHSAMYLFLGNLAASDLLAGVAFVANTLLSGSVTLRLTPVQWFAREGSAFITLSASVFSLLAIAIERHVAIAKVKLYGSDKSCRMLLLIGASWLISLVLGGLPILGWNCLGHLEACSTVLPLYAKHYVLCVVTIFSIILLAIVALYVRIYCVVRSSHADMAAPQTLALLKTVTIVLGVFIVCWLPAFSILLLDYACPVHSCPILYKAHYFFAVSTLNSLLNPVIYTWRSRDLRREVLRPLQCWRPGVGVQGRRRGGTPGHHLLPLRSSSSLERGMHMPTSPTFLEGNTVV
sEH activator: activators of human soluble epoxide hydrolase. activation, % at 2 µM. P34913. 91,000 tested, 0.04% active. purified human sEH enzymatic activity, activator screen; in the data active = activation above about 37%; note: values of inactives mirror those of a sister screen read the other way
sEH inhibitor: blocks human soluble epoxide hydrolase activity; 91,000 tested, 0.34% active; recombinant human sEH enzymatic activity assay; inhibition, % at 2 µM; P34913; in the data active = inhibition above about 80%; note: values of inactives mirror those of a sister screen read the other way; many of its hits are not listed in these tables
S1P2 agonist: activates the human S1P2 receptor; O95136; S1P2-expressing cell line, agonist reporter read-out; 97,000 tested, 0.46% active; activation, % at 4.5 µM; in the data active = activation above about 16%;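 note: 0% = vehicle low control and 100% = maximal reference agonist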
PLAP activator: human PLAP activation | P05187 | purified PLAP enzyme, luminescent substrate read-out; active compounds read high | activation fold at 20 µM | 96,000 tested, 1.2% active; in the data active = activation fold above about 2
Numbers without * were called inactive; . = not tested or not shown. Cut-off read from the data, not from the text of the source, unless noted: active = inhibition above about 30%; inactive = the rest.

No.	SMILES	PostGolgi ctrl	E coli WT exp	PostGolgi yeast	CD11b adhes inh	S1P2 blocker	sEH activator	sEH inhibitor	S1P2 agonist	PLAP activator
1	CCOC(=O)C(O)(c1ccc(NC(=O)c2ccco2)c(OC)c1)C(F)(F)F (centres undefined)	5	-2	-2	1	17	4	-4	-4	1
2	COc1cccc(OCC(=O)N2CCN(C)CC2)c1	2	4	3	10	.	.	.	.	1.1
3	CC(Cc1ccccc1)NC(=O)NC(C)Cc1ccccc1 (centres undefined)	8	-8	0	-6	16	-98	98*	-3	0.9
4	O[C@@H]1CCCC[C@H]1N1CCC(c2ccccc2)CC1	7	-4	-1	-8	10	12	-15	-6	0.8
5	Cc1c(C(=O)N2CCC3(CC2)OCCO3)oc2ccccc12	0	1	-15	-32	2	-6	9	-3	1.4
6	CCCCC1(CN2CCCC2=O)C(=O)NC(=O)NC1=O	.	.	.	.	5	0	0	-4	.
7	Cn1c(O)c(C(c2ccccn2)c2c(O)n(C)c(=S)n(C)c2=O)c(=O)n(C)c1=S	5	-1	4	.	17	-9	9	-1	1
8	COc1ccc(-n2c(=O)[nH]c3ccccc3c2=O)cc1	1	2	-2	-12	12	-6	7	-7	0.9
9	O=P(NS(=O)(=O)c1ccc(Br)cc1)(Oc1ccccc1)Oc1ccccc1	-2	-1	17	8	4	0	-1	-6	1.7
10	CC(=NCc1cccnc1)c1c(O)n(-c2ccc(C)cc2)c(=O)[nH]c1=O	4	-8	11	-3	6	11	-12	-4	1.2
11	O=c1[nH]c(=O)n(Cc2ccc(F)cc2)c(O)c1C=NCCCN1CCOCC1	-1	7	24	-17	-4	4	-2	-15	1.1
12	c1ccc2c(NC3=NCCS3)cccc2c1	5	18	0	-10	-3	-8	12	-6	0.9
13	Cc1cccc(C)c1NC1=NCCCS1	-6	-4	0	7	2	2	-2	-7	1
14	COc1cc(C2SCC(=O)Nc3c2c(C)nn3-c2ccccc2)cc(OC)c1OC (centres undefined)	10	-1	-2	-6	-4	-40	42	-4	1.7
15	CC(=NCCC1=CCCCC1)c1c(O)[nH]c(=O)[nH]c1=O	10	1	0	8	8	3	-3	-6	0.9
16	O=C(COc1ccccc1)N1CCN(C2CC3CCC2C3)CC1 (centres undefined)	.	.	.	.	16	6	-5	-4	.
17	CC(C)(C)c1ccc(O)c(CN2CCN(c3ccccc3)CC2)c1	13	-4	-8	-6	11	4	-4	-4	0.9
18	Nc1ccccc1C(=O)c1ccccc1	4	10	-8	-4	7	12	-8	-3	0.8
19	O=c1[nH]c(=O)n(C2CCCCCC2)c(O)c1C=NCCCN1CCOCC1	-8	-2	2	-2	-1	-19	17	-3	1.6
20	CCOC(=O)C1=C(C)OC(N)=C(C(=O)OCC)C12C(=O)Nc1ccc(Br)cc12 (centres undefined)	10	-4	-3	5	30	-10	11	-9	1.5

By substructure, the entries above containing fluorine.
No.	SMILES	PostGolgi ctrl	E coli WT exp	PostGolgi yeast	CD11b adhes inh	S1P2 blocker	sEH activator	sEH inhibitor	S1P2 agonist	PLAP activator
1	CCOC(=O)C(O)(c1ccc(NC(=O)c2ccco2)c(OC)c1)C(F)(F)F (centres undefined)	5	-2	-2	1	17	4	-4	-4	1
11	O=c1[nH]c(=O)n(Cc2ccc(F)cc2)c(O)c1C=NCCCN1CCOCC1	-1	7	24	-17	-4	4	-2	-15	1.1

Quoted at random: six compounds from above
No.	SMILES	PostGolgi ctrl	E coli WT exp	PostGolgi yeast	CD11b adhes inh	S1P2 blocker	sEH activator	sEH inhibitor	S1P2 agonist	PLAP activator
3	CC(Cc1ccccc1)NC(=O)NC(C)Cc1ccccc1 (centres undefined)	8	-8	0	-6	16	-98	98*	-3	0.9
4	O[C@@H]1CCCC[C@H]1N1CCC(c2ccccc2)CC1	7	-4	-1	-8	10	12	-15	-6	0.8
5	Cc1c(C(=O)N2CCC3(CC2)OCCO3)oc2ccccc12	0	1	-15	-32	2	-6	9	-3	1.4
8	COc1ccc(-n2c(=O)[nH]c3ccccc3c2=O)cc1	1	2	-2	-12	12	-6	7	-7	0.9
15	CC(=NCCC1=CCCCC1)c1c(O)[nH]c(=O)[nH]c1=O	10	1	0	8	8	3	-3	-6	0.9
1	CCOC(=O)C(O)(c1ccc(NC(=O)c2ccco2)c(OC)c1)C(F)(F)F (centres undefined)	5	-2	-2	1	17	4	-4	-4	1

Structural class, the entries above containing bromine
No.	SMILES	PostGolgi ctrl	E coli WT exp	PostGolgi yeast	CD11b adhes inh	S1P2 blocker	sEH activator	sEH inhibitor	S1P2 agonist	PLAP activator
9	O=P(NS(=O)(=O)c1ccc(Br)cc1)(Oc1ccccc1)Oc1ccccc1	-2	-1	17	8	4	0	-1	-6	1.7
20	CCOC(=O)C1=C(C)OC(N)=C(C(=O)OCC)C12C(=O)Nc1ccc(Br)cc12 (centres undefined)	10	-4	-3	5	30	-10	11	-9	1.5

The list continues.
No.	SMILES	PostGolgi ctrl	E coli WT exp	PostGolgi yeast	CD11b adhes inh	S1P2 blocker	sEH activator	sEH inhibitor	S1P2 agonist	PLAP activator
21	COc1ccc(CCNCc2ccccn2)cc1OC	17	5	6	-4	1	-5	4	-7	1.2
22	Nc1ncc(P(=S)(N2CCOCC2)N2CCOCC2)s1	4	2	-2	-10	-15	-10	10	-1	1.1
23	Cc1cccn2c(=O)c3c(nc12)N1CCc2ccccc2C1C1(C3)C(=O)NC(=O)N(C)C1=O (centres undefined)	0	-12	-9	44	2	10	-14	-2	1.6
24	Cc1nn(C)c(C)c1/C=C1/CC2C3CC=C4CC(O)CCC4(C)C3CCC2(C)C1=O (centres undefined)	.	.	.	.	-12	-6	4	-2	.
25	O=c1[nH]c(=O)n(C2CCCCCC2)c(O)c1C=NCC1CCCO1 (centres undefined)	-5	3	-3	-10	-5	-6	6	1	1
26	CCN1CCN(CC(=O)c2c(C)n(Cc3ccccc3)c3ccc(OC)cc23)CC1	18	8	6	23	22	6	-4	-8	1.8
27	Clc1ccccc1CN1CCN(c2ccccc2Cl)CC1	5	-2	0	5	-16	6	-12	-4	0.7
28	Cn1c(C(=O)O)c(CC(=O)N2CCN(Cc3ccccc3)CC2)c2ccccc21	3	1	2	-11	15	9	-6	-6	1.7
29	CSCCC(N=Cc1c(O)n(-c2ccc(Cl)cc2)c(=O)[nH]c1=O)C(=O)OC(C)(C)C (centres undefined)	13	7	4	-7	-22	-10	12	2	1.5
30	CC(=O)Nc1cc(C(=O)N2CCC3(CC2)OCCO3)ccc1S(=O)(=O)c1ccc(Cl)cc1	2	11	-7	-4	9	8	-8	2	1.3
31	Fc1ccc(CCNCc2ccccc2Cl)cc1	6	14	-3	-3	8	-7	8	-2	1.2
32	CC1CCCC(C2(O)C(=O)Nc3ccccc32)C1=O (centres undefined)	-4	-6	-2	-1	24	11	-16	-3	1.1
33	CC(C)n1nnnc1CN1CCN(C)CC1	2	3	2	-8	18	-8	9	-6	1
34	O=C(NCC(c1cccnc1)N1CCN(c2ccccc2F)CC1)Oc1ccccc1 (centres undefined)	3	-2	-1	6	7	16	-14	-3	1.7
35	O=C(CN1CCOCC1)c1cccc2ccccc12	3	0	6	-12	-21	-5	7	-2	0.9
36	CCN(CCNc1ccc([N+](=O)[O-])c2cccnc12)S(=O)(=O)c1ccc(Cl)cc1	35*	-20	16	-5	7	7	-9	-3	0.9
37	Cn1c(O)c(C=NCc2ccco2)c(=O)n(C)c1=O	7	6	-5	-45	-7	-13	15	-6	0.9
38	O=C(CCn1c(=O)oc2ccccc21)N1CCC2(CC1)OCCO2	2	3	4	-2	-4	6	-6	-6	1.1
39	Nc1ccccc1C(=O)OCCOc1ccccc1	6	14	3	0	3	-10	10	-10	0.6
40	CCC(=NCc1ccco1)c1c(O)n(C2CCCCC2)c(=O)[nH]c1=O	45*	-6	15	2	-18	10	-8	-5	0.9
41	CC1=CC(=O)C2=C(C)CC(O)C3C(C)C(=O)OC3C12 (centres undefined)	-3	6	-6	9	5	-2	1	-3	1
42	CCOc1ccccc1N1C(=O)NC(=O)/C(=C/c2ccc3c4c(cccc24)CC3)C1=O	-2	16	5	.	-8	2	-4	0	0.9
43	O=C(NCc1cccnc1)NC1CCCCC1	6	11	17	-8	-12	-9	10	-6	0.9
44	COc1ccc(-n2c(O)c(C(C)=NCCCn3ccnc3)c(=O)[nH]c2=O)cc1	5	-7	-8	.	3	.	.	-3	1
45	CCCCOc1ccc(CN2CCN(CCO)CC2)cc1	8	7	5	0	-21	15	-14	-4	1
46	CC(=NCC1CCCO1)c1c(O)n(-c2ccc(Cl)cc2)c(=O)[nH]c1=O (centres undefined)	3	7	-6	-14	6	-5	8	-4	0.9
47	COCc1cc(C2SCC(=O)Nc3c2c(=O)[nH]n3C(C)C)ccc1OC (centres undefined)	-1	-4	-2	-16	20	4	-4	-6	1
48	CCn1c(=O)cc(SCC(=O)N2CCC3(CC2)OCCO3)c2ccccc21	3	5	1	-7	2	-3	4	-6	1.2
49	CC(C)c1ccc(O)c(CN2CCN(c3ccccc3)CC2)c1	4	3	-2	.	15	13	-11	-5	0.9
50	CCCCN1CCC(O)(c2ccccc2)C(C(=O)c2ccccc2)C1 (centres undefined)	.	.	.	.	0	10	-4	-4	.
51	Cc1ccccc1C1=NCC(=O)N(CC(=O)N2CCCCC2)c2sc(C)c(C)c21	2	5	18	-15	-1	-5	7	-5	1.4

Some of the compounds tested (hit frequency here may not be typical).
